Compound activity as filed in PubChem BioAssay.
NPYLR7 agonist – agonists of mosquito NPYLR7 receptor, primary screen, cell-based, Aedes aegypti, calcium fluorescence, mosquito biting behavior; AID 1259423, 2018; activation, % at 10 µM; actives 0.15% (n = 270,000); HEK293T NPYLR7/Galpha15, GCaMP6s calcium fluorescence; in the data active means activation above about 40%;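 further: 0% = vehicle and 100% = reference agonist at the receptor; some compounds past the cut are filed as inactive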
hcGAS inh – Primary biochemical luminescence assay for human cyclic GMP-AMP synthase inhibitors | Q8N884 | recombinant h-cGAS, ATP depletion, Kinase-Glo luminescence | inhibition, % at 12.5 µM | actives 0.081% (n = 290,000) | AID 1259398, 2018;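 further: 0% = vehicle reaction and 100% = reaction without DNA for no activity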
Target sequence (Q8N884 whole entry, looked up): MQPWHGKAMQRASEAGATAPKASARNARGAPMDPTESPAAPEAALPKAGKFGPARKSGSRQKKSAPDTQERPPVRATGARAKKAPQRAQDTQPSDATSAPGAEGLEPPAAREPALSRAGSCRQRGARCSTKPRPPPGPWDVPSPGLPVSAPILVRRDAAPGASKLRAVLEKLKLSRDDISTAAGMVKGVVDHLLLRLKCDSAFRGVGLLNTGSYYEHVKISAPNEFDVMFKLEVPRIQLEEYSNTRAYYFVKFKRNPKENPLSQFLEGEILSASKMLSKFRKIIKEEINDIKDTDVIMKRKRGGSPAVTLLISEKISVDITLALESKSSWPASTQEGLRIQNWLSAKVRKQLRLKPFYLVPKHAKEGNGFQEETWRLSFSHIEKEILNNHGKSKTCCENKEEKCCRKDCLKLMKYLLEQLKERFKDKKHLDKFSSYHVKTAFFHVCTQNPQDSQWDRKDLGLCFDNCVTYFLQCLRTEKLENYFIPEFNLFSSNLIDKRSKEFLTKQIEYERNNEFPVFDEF
mcGAS inh – cyclic GMP-AMP synthase inhibitors, mouse, primary biochemical chemiluminescence | recombinant cGAS, Kinase-Glo ATP depletion luminescence | inhibition, % at 12.5 µM | actives 0.15% (n = 160,000);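 further: 0% = negative control wells and 100% = reference inhibitor with no enzyme activity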
* = called active by the depositor; x = not tested or not shown. Unless noted, no stated cut-off is given here; in the data, active means inhibition above about 40%; inactive means the rest.

Results follow in this order: NPYLR7 agonist | hcGAS inh | mcGAS inh
1: CCc1cccc2c(C3CCN(C(=O)C4CC5CCCC(C4)C5=O)CC3)c[nH]c12 (centres undefined)
    10 | -1 | x
2: CCOC(=O)c1ccc(N2NC(=O)/C(=C/C=C/c3ccco3)C2=O)cc1
    5 | -7 | -7
3: Cc1ccc2c(c1)C1(C(=O)N2)c2c(C)nn(-c3ccccc3)c2OC(=N)C1C#N (centres undefined)
    -5 | -11 | -5
4: CCCOc1ccnc2c1c(=O)n(CCC(C)C)c(=O)n2C
    -2 | -6 | x
5: Cc1ccn2c(=O)c(NC(=O)CCC3CCCCC3)c(C)nc2c1
    3 | -8 | x
6: O=c1c(Cl)c(Cl)cnn1CNC1(c2ccc(F)cc2)CCCC1
    3 | 2 | x
7: Cc1cc(NC(=O)c2csc3c2CCCC3)ccc1N1CCCC1=O
    0 | -7 | x
8: CC1(C)C2CC=C(COCC(O)CNCc3ccccn3)C1C2 (centres undefined)
    6 | -1 | x
9: Cn1c(=S)[nH]c2ccccc21
    -3 | -6 | x
10: COc1cc(C(O)CO)ccc1OS(=O)(=O)O (centres undefined)
    -4 | -1 | -3
11: COc1cccc(C(=O)N2CC(=O)N(Cc3ccc(C)cc3)CC(O)C2)c1 (centres undefined)
    -1 | 6 | 0
12: CCC(=O)N/N=C(/C)CC(=O)Nc1cccc(I)c1
    -1 | 2 | x
13: CN(Cc1ccc2cccc(O)c2n1)Cc1nnc(-c2ccccc2)o1
    1 | -6 | x
14: O=C(c1ccccc1OCc1cccnc1)N1CCC(Cc2ccccn2)CC1
    -7 | 7 | x
15: O=C(Nc1ccon1)c1ccc(=O)n(Cc2ccccc2Cl)c1
    16 | -16 | x
16: CN1C(=C2C(=O)CC(C)(C)CC2=O)Sc2ccccc21
    1 | 4 | x
17: COc1ccc(CCN2C(=O)c3ccccc3NC2c2ccc(OCC(N)=O)cc2)cc1 (centres undefined)
    7 | -4 | -6
18: CCCCCCc1ccc(C(=O)N(CC(=O)N2CCc3sccc3C2c2ccc(OC)cc2)C2CC2)cc1 (centres undefined)
    0 | -16 | -7
19: CCCCc1ncc(-c2nccn2CCC2CCCN2C)[nH]1 (centres undefined)
    10 | 2 | x
20: Cc1cccc2oc(=O)n(C3CCN(C(=O)c4cccc(C#N)c4)CC3)c12
    3 | -11 | -8
21: Cc1ccccc1CN1CCN(c2cccc(C(F)(F)F)c2)C(=O)C1C (centres undefined)
    0 | -5 | -6
22: COc1ccc(C2(C(=O)NCCN3Cc4ccc(OC)cc4OC(C)C3)CCCC2)cc1 (centres undefined)
    3 | -3 | -9
23: OCCOCCNCc1cccc2ccccc12
    -11 | -5 | -6
24: CCCn1c(C2CC(=O)N(c3cccc(OC)c3)C2)nc2ccccc21 (centres undefined)
    0 | -4 | x
25: N#Cc1ccc(COC(=O)CCNS(=O)(=O)c2cccs2)c(F)c1
    -3 | 4 | x
26: CCOc1ccc(C(=O)Cn2nc(-c3cccs3)c3sc(N4CCCCC4)nc3c2=O)cc1
    -1 | -8 | -9
27: CC(C)(C1=CC(=O)c2ccccc2C1=O)C1OCC(COc2ccc(Cl)cc2)O1 (centres undefined)
    -4 | -2 | x
28: CCc1nc2ccc(C(=O)NC3CCN(Cc4ccccc4)CC3)cn2c1N(C)CCN1CCOCC1
    19 | -6 | -3
29: CCN(CC)CC(=O)c1cc(C)n(-c2ccc(S(N)(=O)=O)cc2)c1C
    9 | -5 | -14
30: Cc1nn(C)c2[nH]c(C(F)(F)F)cc(=O)c12
    0 | -2 | -7
31: COc1ccc(C(C)N2CCC(n3cncn3)CC2)cc1Cl (centres undefined)
    -2 | -3 | x
32: Cc1oc(-c2cccc(C(F)(F)F)c2)nc1CN1CCN(C)C(C)C1 (centres undefined)
    -2 | -8 | x
33: CCCCc1ncc(CN(C)Cc2cccc3ncccc23)[nH]1
    3 | -11 | x
34: Fc1ccccc1-c1nnc(SCc2nc3ccccc3o2)o1
    1 | -5 | x
35: Cc1ccccc1S(=O)(=O)NC(=O)C1(C)CCN1C(=O)c1cccc(F)c1 (centres undefined)
    1 | -9 | x
36: Cc1c(Cl)cccc1NC(=O)Cn1nc(-c2ccc(F)cc2)c2sc(N3CCCC3)nc2c1=O
    -3 | -4 | -7
37: N#Cc1c(SCC(=O)C23CC4CC(CC(C4)C2)C3)sc2c(=O)[nH]c(=O)[nH]c12
    1 | 13 | 27
38: O=C(NCc1csc2ccccc12)N1CCS(=O)(=O)CC1
    -5 | -11 | x
39: CN(C)c1ccc(/C=C2\N=C(c3ccc(Cl)c(Cl)c3)OC2=O)cc1
    -2 | -3 | x
40: CCn1ncnc1CN1CCOC(Cc2cccc3ccccc23)C1 (centres undefined)
    -5 | -1 | x
41: COc1ccc(CNC(=O)C2CC=CCC2C(=O)N2CCN(c3ccccn3)CC2)c(OC)c1 (centres undefined)
    -4 | -3 | x
42: O=P(O)(C=Cc1ccccc1)C=Cc1ccccc1
    2 | -5 | x
43: Cn1c(=O)c2c(nc3n2CC(C(C)(C)C)=NN3CCc2ccccc2)n(C)c1=O
    -3 | -6 | x
44: CC1(C)COCCN1C(=O)c1cc(F)c(Cl)nc1Cl
    -2 | -9 | -15
45: COC(=O)c1ccc(-c2noc(CN(C)Cc3ccc4nccnc4c3)n2)cc1
    1 | -5 | -7
46: CCc1cccc(C)c1NC(=O)N1CCN(C(C)=O)CC1
    -5 | -1 | x
47: COCCN(Cc1[nH]c2ccccc2c1C)CC1CCCN(C2Cc3ccccc3C2)C1 (centres undefined)
    6 | -6 | -10
48: O=C(Nc1ccc(=O)n2c1[C@@H]1C[C@@H](CN(C(=O)COc3ccccc3)C1)C2)C1CCCCC1
    -7 | 0 | -3
49: CCC1SC(c2ccccc2Cl)N(CCN(C)C(=O)Nc2ccccc2OC)C1=O (centres undefined)
    22 | -9 | -4
50: O=C(c1csc(-c2ccccc2)n1)N1CCC(N2CCCCC2)CC1
    2 | 2 | x
51: O=C(Cn1cnc2c(nnn2Cc2ccc(Cl)cc2)c1=O)c1ccccc1
    8 | -5 | x
52: c1ccc(NC2CCCN(Cc3cccn3-c3nccs3)C2)cc1 (centres undefined)
    0 | 2 | x
53: COc1cc2nc(CSc3nnnn3C)[nH]c(=O)c2cc1OC
    14 | -8 | x
54: NC(=O)c1cc(NC(=O)CCc2ccc(S(N)(=O)=O)cc2)cc(C(N)=O)c1
    3 | -10 | x
55: CCn1ccnc1Cn1cnc(-c2ccccc2)c1-c1c(OC)cccc1OC
    5 | -7 | -18
56: Cc1nc2cc(C(F)(F)F)ccc2n1C1CCN(C(=O)c2ccc(N(C)C)cc2)CC1
    7 | -7 | -7
57: Cc1ccc(NC(=O)Cn2ncn3nc4c(c3c2=O)CCCC4)cc1F
    -3 | -1 | -6
58: CCOC(=O)CN(C1CCCC1)[C@@H]1C[C@@H]2CO[C@H](C(C)C)C[C@@H]2C1
    2 | -1 | -8
59: COc1cc(/C=N\NC(=O)CSc2nnc(-c3ccc(Cl)cc3)n2-c2ccccc2)cc(OC)c1OC
    -15 | -4 | 2
60: CC(C)Nc1cccc(CNC(=O)C2CCCc3ccccc32)c1 (centres undefined)
    8 | -8 | x

Whole records, looked up by structure. Values in the order: NPYLR7 agonist, hcGAS inh, mcGAS inh
Cc1oc(-c2cccc(C(F)(F)F)c2)nc1CN1CCN(C)C(C)C1 (centres undefined) is entered as -2, -8, x
COc1ccc(CNC(=O)C2CC=CCC2C(=O)N2CCN(c3ccccn3)CC2)c(OC)c1 (centres undefined) is entered as -4, -3, x
CC(C)Nc1cccc(CNC(=O)C2CCCc3ccccc32)c1 (centres undefined) is entered as 8, -8, x

Among those listed so far, 4 have a CF3 group.
Results follow in this order: NPYLR7 agonist | hcGAS inh | mcGAS inh
21: Cc1ccccc1CN1CCN(c2cccc(C(F)(F)F)c2)C(=O)C1C (centres undefined)
    0 | -5 | -6
30: Cc1nn(C)c2[nH]c(C(F)(F)F)cc(=O)c12
    0 | -2 | -7
32: Cc1oc(-c2cccc(C(F)(F)F)c2)nc1CN1CCN(C)C(C)C1 (centres undefined)
    -2 | -8 | x
56: Cc1nc2cc(C(F)(F)F)ccc2n1C1CCN(C(=O)c2ccc(N(C)C)cc2)CC1
    7 | -7 | -7

(listing goes on)
#61 C=CCCC(O)CN(CCN1CCOCC1)Cc1ccc(OC)c(OC)c1 (centres undefined)
#62 COCC(=O)N1CCSC12C(=O)N(Cc1ccc(C)cc1)c1ccccc12 (centres undefined)
#63 COCCn1cc(NC(=O)N2CCCC2)c2ccccc21
#64 COc1cc(S(=O)(=O)NC(C)(C)CC(C)(C)C)ccc1F
#65 CSc1ccccc1NC(=O)NCc1cc(C)no1
#66 CCc1ccccc1NC(=O)CN(C)c1nc2c(cnn2C)c(=O)[nH]1
#67 O=C(Nc1ccccc1)N1CCN(C(C(=O)N2CCCC2)C2CCCC2)CC1 (centres undefined)
#68 CCCc1cnc(C)nc1N1CCCC(c2nnc3ccccn23)C1 (centres undefined)
assay / compound	61	62	63	64	65	66	67	68
NPYLR7 agonist	2	8	15	-3	2	-7	-10	-4
hcGAS inh	-2	-2	-8	2	1	12	-5	-5
mcGAS inh	-4	-3	x	x	x	x	-3	-8

#69 CC(NC1CCc2ccccc21)C(=O)Nc1ccc(F)cc1F (centres undefined)
#70 CN1CCN(c2ncccc2CNC(=O)[C@@H](O)Cc2ccccc2)CC1
#71 O=C(NCCC1COc2ccccc2O1)c1ccc(N2CCCNCC2)nc1 (centres undefined)
#72 CC(NC(=O)CSCC#N)c1ccccc1Oc1ccccc1 (centres undefined)
#73 CCC1CN(C(=O)c2ccc(NCCn3cccn3)nc2)CCN1C(C)C (centres undefined)
#74 COC(=O)[C@@H]1C[C@@H](O)CN1CC(=O)Nc1ccc(C)cc1Cl
#75 COC(=O)c1ccc(CSc2nnc(Cn3ccc(=O)[nH]c3=O)o2)o1
#76 CN=C1SC(CC(=O)NC)C(=O)N1C (centres undefined)
assay / compound	69	70	71	72	73	74	75	76
NPYLR7 agonist	0	3	5	15	2	8	-8	1
hcGAS inh	-7	1	-4	-8	-1	-9	-8	-1
mcGAS inh	x	x	-17	-16	x	x	-8	x

#77 COCCN(CC1CCN(Cc2ccccc2F)CC1)C(=O)c1cn2cc(C)ccc2n1
#78 COc1ccc2c(c1)C(C(=O)Nc1ccc(C(=O)O)cc1)=CC(C)(C)CO2
#79 O=C(CCNS(=O)(=O)c1ccc(Cl)cc1)N(Cc1ccc(F)cc1)C1CC1
#80 Cc1nc2ccccn2c1CC(=O)NCc1cccnc1N1CCOCC1
#81 CCCCc1ccc(S(=O)(=O)NC(=O)C2(C)CCN2C(=O)Cc2ccccc2)cc1 (centres undefined)
#82 COC(=O)CCc1c(C)nn(-c2ccc(C(=O)NC(C)CC(C)C)cc2)c1C (centres undefined)
#83 Clc1ccc(-c2nnc(C34CC5CC(CC(C5)C3)C4)o2)cn1
#84 COC(=O)c1cccc(CC2(C)C(=O)Nc3ccc(-c4ccccc4)cc32)c1 (centres undefined)
assay / compound	77	78	79	80	81	82	83	84
NPYLR7 agonist	11	8	1	x	3	-10	3	3
hcGAS inh	-6	-11	-4	-3	-1	-2	-9	5
mcGAS inh	x	-2	x	-3	x	0	-12	x

From compound 77 to 81, copied from above:
#77 COCCN(CC1CCN(Cc2ccccc2F)CC1)C(=O)c1cn2cc(C)ccc2n1
#78 COc1ccc2c(c1)C(C(=O)Nc1ccc(C(=O)O)cc1)=CC(C)(C)CO2
#79 O=C(CCNS(=O)(=O)c1ccc(Cl)cc1)N(Cc1ccc(F)cc1)C1CC1
#80 Cc1nc2ccccn2c1CC(=O)NCc1cccnc1N1CCOCC1
#81 CCCCc1ccc(S(=O)(=O)NC(=O)C2(C)CCN2C(=O)Cc2ccccc2)cc1 (centres undefined)
assay / compound	77	78	79	80	81
NPYLR7 agonist	11	8	1	x	3
hcGAS inh	-6	-11	-4	-3	-1
mcGAS inh	x	-2	x	-3	x

More structures.
#85 CSCCCn1c(=O)[nH]c(=O)c2c(N)c(C(C)=O)sc21
#86 c1ccc(Cc2nc(Cn3ccnc3-c3cccnc3)cs2)cc1
#87 O=C(Cc1cccs1)NC1(C(=O)NC2CCCC2)CCCCC1
#88 CCOC(=O)c1nn(-c2ccc(F)cc2)c(=O)cc1N1CCN(CCO)CC1
#89 O=C(O)C=Cc1ccc(Br)s1
#90 CCS(=O)(=O)N1CCN(C(C)C)CC1
#91 O=C1CCC(CCC(=O)N2CCN(c3ncc4ccccc4n3)CC2)(Cc2ccc(Cl)cc2)N1 (centres undefined)
#92 Cn1cc(N2CCCC(Nc3ccc4c(c3)CCCO4)C2=O)cn1 (centres undefined)
assay / compound	85	86	87	88	89	90	91	92
NPYLR7 agonist	3	-1	3	8	20	1	15	-25
hcGAS inh	4	-9	3	0	-1	4	-16	-7
mcGAS inh	x	-11	x	x	-1	x	x	x

#93 COc1ccccc1-n1c(=O)[nH]c2c(C(N)=O)nc(C3CCCCC3)nc21
#94 COc1cc(Br)c(CCNC(=O)COc2ccccc2)cc1OC
#95 Cn1nccc1-c1nnc(N)o1
#96 O=C(Nc1cccc(-n2cccn2)c1)C1CCCN(CCCn2cccn2)C1 (centres undefined)
#97 COc1ccc(CCC2CCN(Cn3nc(C)n(C)c3=S)CC2)cc1
#98 COc1ccc(-c2nc3scc(CCNS(=O)(=O)N(C)C)n3n2)cc1
#99 CC1CCCN(C(=O)CN2C(=O)NC(C)(c3ccc(C(C)C)cc3)C2=O)C1 (centres undefined)
#100 Cc1ccc(OC(C)(C)C(=O)N2CCC(C(=O)NCC#N)(c3ccccc3)CC2)c2c1CCC2
#101 CCOc1ccc(-c2ccnc(N3CCN(C(=O)C(F)(F)C(F)(F)C(F)(F)F)CC3)n2)cc1
assay / compound	93	94	95	96	97	98	99	100	101
NPYLR7 agonist	0	0	3	10	13	-7	x	8	1
hcGAS inh	-7	-6	-5	-7	-5	-5	-6	-11	4
mcGAS inh	-6	-4	x	x	-8	-8	-8	x	0
